# From PubChem
# MEKK3 PB1 HTS: modulators (inhibitors or enhancers) of MEK5 binding to human MEKK3 PB1 domain | 1.4% of 290,000 active | AID 1529 | binding response (% of control), % at 10 µM | bead-based flow cytometry, Alexa488-MEK5 binding to MEKK3; actives lie on both sides; 0 = blocked by unlabeled MEK5, 100 = vehicle | Q99759;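 active = binding response more than 3 SD above or below the average of its plate-row segment, actives on both sides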;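 also: Alexa488 bead fluorescence after subtracting the streptavidin-only scavenger bead signal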
# Target sequence (Q99759 whole entry, looked up, the tested form may be a part): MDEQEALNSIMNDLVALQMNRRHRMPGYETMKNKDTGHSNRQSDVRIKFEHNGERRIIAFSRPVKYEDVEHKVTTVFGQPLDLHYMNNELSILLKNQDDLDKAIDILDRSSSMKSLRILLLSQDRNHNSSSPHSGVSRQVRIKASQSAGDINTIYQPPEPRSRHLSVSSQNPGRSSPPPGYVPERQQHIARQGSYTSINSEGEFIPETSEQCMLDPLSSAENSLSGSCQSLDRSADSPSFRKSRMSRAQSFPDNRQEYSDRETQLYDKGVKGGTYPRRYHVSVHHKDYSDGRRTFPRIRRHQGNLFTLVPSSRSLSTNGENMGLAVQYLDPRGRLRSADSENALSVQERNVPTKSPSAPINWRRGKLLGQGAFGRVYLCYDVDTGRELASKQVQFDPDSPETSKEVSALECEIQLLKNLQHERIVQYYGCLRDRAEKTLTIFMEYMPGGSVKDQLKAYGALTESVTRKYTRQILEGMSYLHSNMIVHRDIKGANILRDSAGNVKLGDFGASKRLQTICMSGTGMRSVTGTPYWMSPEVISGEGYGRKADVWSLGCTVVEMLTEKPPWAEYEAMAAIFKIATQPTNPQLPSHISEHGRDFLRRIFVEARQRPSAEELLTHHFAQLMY
# pCIP destab: p/CIP protein destabilization | Q05BA5 | 0.01% of 290,000 active | F442A p/CIP-EGFP cells, EGFP fluorescence, 16 h | decrease of EGFP signal, % at 10 µM;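 active = EGFP signal decrease of at least 30% at 10 µM or well 3 SD below plate mean, unless failing retest; inactive = the rest, including hits failing retest or dose response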; also: some compounds called inactive have numbers as strong as hits; many of its hits are not listed in these tables
# CRFR2-BP antag: blocks CRF-induced signaling of the CRF-BP/CRF-R2 complex. 0.59% of 350,000 active. AID 588475. HEK293 CRF-R2/CRF-BP, CRF-induced calcium fluorescence. inhibition, % at 11.8 µM;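 active = inhibition of the ligand-induced calcium signal above about 50% at the single tested concentration, limit read from the data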
# IDE act: boosts human insulin-degrading enzyme activity in HEK cells. P14735. 0.073% of 340,000 active. AID 493087. FAbeta-B cleavage, fluorescence polarization; 0% vehicle, 100% cell-free pure enzyme wells. activation, % at 5.96 µM;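 active = activation above the mean of all tested compounds plus 3 SD, set per screening campaign, cut at about 17% in these data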
# GalR3 antag: blocks the human galanin receptor 3; 0.44% of 360,000 active; inhibition, % at 3 µM; AID 651719; O60755; HEK293 GalR3-CNG cAMP membrane potential fluorescence; galR3 body fused to GalR1 C-terminus;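 active = inhibition above the screen-wide average plus 3 SD, cut at about 13% in these data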;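 also: forskolin and galanin both at EC90 stimulate the cells; cAMP rise reported by CNG channel membrane potential dye signal; 0% = forskolin plus galanin with DMSO and 100% = forskolin alone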
# Target sequence (O60755 1-299 limits assumed): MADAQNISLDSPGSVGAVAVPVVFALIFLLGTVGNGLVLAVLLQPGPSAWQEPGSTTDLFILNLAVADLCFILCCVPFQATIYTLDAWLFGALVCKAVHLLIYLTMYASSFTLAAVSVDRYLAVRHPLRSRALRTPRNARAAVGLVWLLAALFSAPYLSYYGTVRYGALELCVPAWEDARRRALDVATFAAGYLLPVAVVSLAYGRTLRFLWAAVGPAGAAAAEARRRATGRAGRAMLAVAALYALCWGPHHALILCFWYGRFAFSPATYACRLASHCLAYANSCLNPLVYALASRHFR
# PHOSPHO1 block: PHOSPHO1 (human) inhibition | Q8TCT1 | recombinant PHOSPHO1, absorbance phosphatase assay | inhibition, % at 13.3 µM | 1.1% of 290,000 active | AID 1565; in the data active = inhibition above about 60%
# M4 PAM: potentiates acetylcholine response at human M4 receptor. P08173. CHO-K1 hM4/Gqi5, Fluo-8 calcium fluorescence, ACh EC20; 0% = ACh EC20, 100% = maximal ACh. activation, % at 3 µM. 0.4% of 360,000 active;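 active = activation above its plate's cutoff, the mean activation of sample wells plus 3 SD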; also: some results filed as inactive read as strong as hits
# IDE inh: cellular human IDE inhibition; P14735; HEK cells, FAbetaB cleavage, fluorescence polarization; inhibition, % at 5.59 µM; 0.41% of 320,000 active;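 active = percent inhibition above the average of all tested compounds plus 3 SD, set per screening campaign, cut at about 16% in these data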;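 also: IDE supplied by intact live HEK cells; FP after avidin binding of uncleaved biotin substrate so inhibition keeps polarization high; 0% = DMSO wells and 100% = 60 µM reference IDE inhibitor Ii1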
# CRFBP-R2 agonist: CRF-BP/CRF-R2 complex agonism; AID 588473; 0.46% of 350,000 active; activation, % at 13.2 µM; HEK293 CRF-R2/CRF-BP, calcium dye fluorescence (FLIPR); percent of saturating CRF peptide response;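 active = activation of at least 50%, plus an integration ratio under a set limit after plate pattern correction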;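 also: plate controls were neutral control wells without compound for no effect and CRF at EC100 for full effect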
# Active calls of the source: *; . = not tested or not shown.
compound,MEKK3 PB1 HTS,pCIP destab,CRFR2-BP antag,IDE act,GalR3 antag,PHOSPHO1 block,M4 PAM,IDE inh,CRFBP-R2 agonist
O=[N+]([O-])c1ccc(OCCOc2ccccc2/C=N/n2cnnc2)cc1,106.0,8.5,4.2,4.9,3.8,45.4,-4.7,1.6,0.3
Cc1ccccc1C1=N/C(=C/c2cccnc2)C(=O)O1,86.0,-6.0,-4.0,1.1,-0.2,-24.3,-1.9,4.5,-1.4
CC1CN(C2CCN(C(=O)COc3ccccc3)CC2)CC(C)O1 (stereo unspecified),93.0,9.0,-0.5,5.1,-3.8,0.1,5.0,2.3,0.3
CNC(=O)c1ccc(Nc2nnc(-c3ccc(C)c(S(=O)(=O)NCC4CCCO4)c3)c3ccccc23)cc1 (stereo unspecified),99.0,-1.1,-10.5,-1.0,0.5,-25.1,8.5,3.6,-5.5
CCOc1ccccc1NC(=O)CSc1nncc2ccccc12,93.0,-21.6,-11.2,1.1,-7.9,51.9,0.0,0.5,2.2
COc1ccc(N2CCN(C(=O)c3cc4c(C)nc5ccccc5c4o3)CC2)cc1,89.0,-3.5,-2.7,-0.4,-1.9,23.9,-5.4,2.7,-1.5
COc1ccc(OC)c(S(=O)(=O)N2CCCC(C(=O)NCc3cccnc3)C2)c1 (stereo unspecified),98.0,-6.9,-4.2,0.3,-8.1,30.5,1.6,-2.2,-1.8
O=C(Nc1cccc(NC(=O)c2ccco2)c1)c1cccc(Br)c1,106.0,-0.7,-10.4,-3.6,1.3,23.9,-13.9,5.5,0.6
C/C(=N/NC(=O)c1cc(-c2ccc(Br)s2)[nH]n1)c1ccco1,99.0,0.1,-37.8,4.2,-2.2,6.1,3.8,6.2,1.5
Cc1cccc(-n2ccnc2SCC(=O)Nc2cccc(S(=O)(=O)NC3=NCCC3)c2)c1C,.,.,3.3,1.7,-2.8,.,-2.9,.,-0.6
CC(=O)c1cccc(NC(=O)c2ccc3c(Cl)c4c(nc3c2)CCCC4)c1,106.0,-17.0,47.7,3.6,-5.2,-9.7,-1.5,2.7,-0.1
COc1ccc(N2C(=O)CC(N3CCOCC3)C2=O)cc1 (stereo unspecified),100.0,14.2,-16.4,1.7,-0.3,6.4,-9.9,4.7,1.2
COc1cccc(/C=C2\Oc3cc(OCC(=O)N4Cc5ccccc5C[C@H]4C(=O)O)ccc3C2=O)c1,96.0,11.5,11.8,-1.9,.,7.9,6.1,10.7,1.5
Cc1oc(-c2ccc(Cl)cc2)nc1CS(=O)CC(=O)NCc1ccco1 (stereo unspecified),103.0,-1.1,6.8,-2.3,-7.8,10.3,-1.7,1.7,-1.0
CN(C)S(=O)(=O)c1ccc(NC(=O)CSc2nnnn2C)cc1,91.0,-7.8,26.8,7.0,-6.4,-5.6,-4.7,1.8,0.7
Nc1ccc(-n2nnnc2-c2ccco2)cc1,.,2.0,2.5,-0.7,-0.9,19.3,16.1,6.2,0.1
CC(NC(=O)c1ccccc1F)c1nnc(SCC(=O)NC2CCCCC2)n1C (stereo unspecified),104.0,-4.1,-7.1,0.0,-4.9,20.0,-3.7,-3.1,-1.2
Cc1nonc1NC(=O)CSc1nc(C23CC4CC(CC(C4)C2)C3)nc2ccccc12,107.0,-15.8,-24.3,5.5,-3.9,34.7,14.3,-1.4,1.6
CCN1CCN(C(=S)NCC(C)C)CC1,93.0,9.5,-7.6,3.8,-2.2,-27.0,7.9,2.3,0.3
C[C@@H](C(=O)NC1CCN(Cc2ccccc2)CC1)N1C(=O)N2CCc3c([nH]c4ccccc34)[C@@]2(C)C1=O,104.0,-19.5,-9.1,2.2,-9.1,18.7,-10.9,12.0,0.2
Cc1ccc(C(=O)CCNc2ccc(Br)cc2)o1,103.0,0.6,-2.9,-0.5,-6.9,-79.1,5.7,4.2,0.4
O=C1N(Cc2ccccc2)CC2(Br)COCOC12O (stereo unspecified),.,.,-21.7,-9.7,-4.9,.,0.8,.,1.5
O=C(NCc1ccc(F)cc1)c1cc(S(=O)(=O)N2CCCCC2)c[nH]1,100.0,-6.2,1.9,-5.4,2.0,-16.0,4.8,-1.4,0.1
CCOc1ccc(Oc2c(C)oc3cc(O)ccc3c2=O)cc1,92.0,-5.3,16.1,-1.0,-3.5,43.6,-4.2,6.6,-0.7
COc1ccc(C)cc1S(=O)(=O)N(CC(=O)N1CCCC1)c1ccc(C)cc1,103.0,-11.0,-1.9,1.8,-4.5,25.0,-4.3,0.5,-2.2
C[C@@H]1CN([C@H](C)CO)C(=O)CCCn2nncc2CO[C@H]1CN(C)C(=O)c1ccc(N2CCN(C)CC2)cc1,.,.,1.2,.,2.2,.,-0.9,.,0.7
COc1ccc(-n2nc3c(c2NC(=O)COc2ccccc2F)CS(=O)(=O)C3)cc1,105.0,0.9,12.6,0.7,-2.8,38.1,-1.7,2.1,-0.4
COc1cc(Cl)cc(CN2CCC(CCC(=O)NC3CC3)CC2)c1OC,100.0,1.2,-4.3,2.0,-11.9,39.1,3.2,-1.1,0.0
Cc1ccc(N(CC(=O)NC2CCCC2)C(=O)CNC(=O)c2cccs2)cc1F,103.0,-17.0,-13.7,3.4,-7.1,35.1,-10.3,3.4,-0.7
CCn1c(=O)c([N+](=O)[O-])c(NCc2ccc3c(c2)OCO3)c2ccccc21,101.0,-3.5,8.3,23.5*,-2.4,15.7,0.1,6.0,-4.5
CCCN(CCC)CCCNC(=O)Cn1cnc2sc(C)c(S(=O)(=O)N3CCC(C)CC3)c2c1=O,104.0,-0.6,1.3,4.0,-2.3,39.2,-5.5,-0.6,0.1
O=C(COC(=O)c1ccc(O)cc1O)NCCN1C(=O)CSC1=O,103.0,1.6,6.2,2.3,-6.1,34.7,6.4,2.1,-1.3
Cn1cc(CNC(=O)c2cc(-c3ccccc3)nc3ccc(Br)cc23)cn1,102.0,0.1,26.8,-1.1,-6.7,-5.8,-8.4,4.5,-2.1
C=C(C)CSc1nnc(-c2ccc(C)cc2)n1N,105.0,-11.6,0.3,1.2,-1.1,37.5,0.5,9.2,-0.3
CC(=O)C(C(C)=O)c1c(Cl)c(O)c(O)c2c(C(=O)c3ccccc3)coc12,99.0,-7.2,8.3,0.8,-4.1,6.4,-12.9,6.2,-0.1
CC(=O)Nc1ccc(NC(=O)CSc2ccc([N+](=O)[O-])cn2)cc1,101.0,-7.6,8.9,3.6,-1.2,1.8,-13.3,3.2,1.1
O=C(CN1C(=O)c2ccc([N+](=O)[O-])cc2C1=O)NC1CCCCCC1,.,.,-9.3,3.9,-3.8,.,0.0,2.9,1.5
CCCc1nc2ccc(NC(=O)c3cccs3)cc2c(=O)n1Cc1ccccc1Cl,103.0,-19.8,-17.7,-6.1,-4.7,-4.0,7.2,-1.1,1.0
Cc1csc(NC(=O)CN2C(=O)c3ccccc3S2(=O)=O)n1,102.0,-26.0,5.7,9.1,-4.1,14.7,7.2,-1.1,-2.4
Cc1ccc(NCCC(=O)c2cccs2)cc1Cl,91.0,-6.3,-43.5,0.1,-7.4,24.6,6.0,2.8,0.0
CCCc1cc(C(=O)Nc2cccc3ccccc23)n(C)n1,105.0,-10.8,-3.5,-3.3,-4.9,39.2,8.8,2.4,-1.5
CCOc1ccccc1CN1CCNC(=O)C1CC(=O)N(C)CCc1cnn(C)c1 (stereo unspecified),103.0,-11.6,-4.2,2.3,-9.1,36.8,-1.6,0.4,1.3
CC(=O)N1CCc2cc(S(=O)(=O)CCC(=O)N(C)c3cc(C)ccc3C)ccc21,98.0,-7.5,-12.8,0.3,3.3,42.0,-5.9,0.2,2.1
N#C/C(=C\c1ccc(-c2ccccc2[N+](=O)[O-])o1)C(N)=O,96.0,-12.9,-5.9,5.7,-3.8,-1.3,-8.7,-3.4,-0.4
O=C(c1cc(-c2ccc(F)cc2)on1)N1CCCc2ccccc21,101.0,3.1,-3.1,-0.1,-1.2,-3.0,-27.4,1.4,-0.6
O=C(CN1CCN(c2ccccc2O)CC1)Nc1ccc2c(c1)OCCCO2,.,.,-2.8,4.7,-4.7,.,5.2,-2.7,0.4
O=C(CSc1nc2c(c(=O)n1-c1ccc(Cl)cc1)SCC2)NCC1CCCO1 (stereo unspecified),.,-8.5,0.4,3.9,-2.3,-12.8,-2.7,8.5,-5.3
CCN(CC)S(=O)(=O)c1ccc(Cl)c(C(=O)Nc2ccc(Cl)cc2[N+](=O)[O-])c1,101.0,-24.0,3.0,-5.2,-0.5,-7.4,-22.0,2.8,-0.8
S=C1CSc2ccccc2N1,106.0,14.5,-5.3,4.9,-0.5,21.0,0.6,0.1,-0.6
Cc1ccc(S(=O)(=O)N(CC(=O)NN=C2CCN(C)CC2)c2ccc(C(C)C)cc2)cc1,93.0,6.6,-7.9,0.3,-1.6,-37.6,3.8,2.9,1.4

# Exported with values under each structure: part of the list above.
# The line under a structure holds: MEKK3 PB1 HTS, pCIP destab, CRFR2-BP antag, IDE act, GalR3 antag, PHOSPHO1 block, M4 PAM, IDE inh, CRFBP-R2 agonist
COc1cc(Cl)cc(CN2CCC(CCC(=O)NC3CC3)CC2)c1OC
 : 100.0, 1.2, -4.3, 2.0, -11.9, 39.1, 3.2, -1.1, 0.0
Cc1ccc(N(CC(=O)NC2CCCC2)C(=O)CNC(=O)c2cccs2)cc1F
 : 103.0, -17.0, -13.7, 3.4, -7.1, 35.1, -10.3, 3.4, -0.7
CCn1c(=O)c([N+](=O)[O-])c(NCc2ccc3c(c2)OCO3)c2ccccc21
 : 101.0, -3.5, 8.3, 23.5*, -2.4, 15.7, 0.1, 6.0, -4.5

# Continued.
compound,MEKK3 PB1 HTS,pCIP destab,CRFR2-BP antag,IDE act,GalR3 antag,PHOSPHO1 block,M4 PAM,IDE inh,CRFBP-R2 agonist
CCc1nc(NCCCn2ccnc2)c2oc3ccccc3c2n1,102.0,1.9,8.9,-2.0,-3.7,-3.5,-4.3,4.4,-1.5
CC(C)Oc1ccc(C(=O)N(Cc2ccco2)C2CCS(=O)(=O)C2)cc1 (stereo unspecified),107.0,-6.8,13.4,2.6,-2.2,-1.6,5.7,-0.6,7.0
CCC(C(=O)OC)n1cnc2c(nnn2-c2ccc(F)cc2)c1=O (stereo unspecified),103.0,9.1,7.0,7.9,.,15.1,7.4,-0.5,-1.2
N#Cc1cccc(C#N)c1Oc1ccc(S(=O)(=O)Nc2ccccc2)cc1,72.0,-7.6,1.3,.,-2.7,-2.2,-11.5,-1.0,3.5
O=C(Nc1ccc(Cl)cc1Cl)c1ccc2ncsc2c1,98.0,-7.8,-12.4,3.4,-9.8,.,-0.7,4.0,-3.1
Cc1cccc2sc(N3CCN(C(=O)C4COc5ccccc5O4)CC3)nc12 (stereo unspecified),.,.,-6.0,0.5,-1.7,.,-2.5,-1.0,6.9
CCOc1cc(/C=N/N=C2/NC(=O)C(CC(=O)O)S2)ccc1OS(=O)(=O)c1ccc(C)cc1 (stereo unspecified),99.0,10.6,12.4,2.2,-6.7,26.0,6.8,.,0.4
O=C(N/N=C/c1ccc(Cl)c([N+](=O)[O-])c1)c1cc(-c2ccccc2)nc2ccccc12,106.0,7.7,-4.7,6.2,-4.5,-5.3,1.9,0.4,-1.7
COCCC(=O)Nc1c(-c2ccccc2)c2cc(Br)ccc2[nH]c1=O,104.0,5.0,-12.7,4.8,-8.9,13.9,-4.6,3.8,3.2
COc1cc(/C=N/N2CCN(c3ccccc3)CC2)ccc1OC(C)=O,104.0,0.5,-2.1,4.9,-7.5,13.8,-0.2,1.9,0.3

# Rows are unselected. About 4.2% of those tested had a hit in this group.
